Assay outcomes as filed in PubChem.
GalR3 antagonist: antagonists of human GalR3; O60755; HEK293 GalR3-CNG cAMP membrane potential fluorescence; galR3 body fused to GalR1 C-terminus; inhibition, % at 3 µM; 0.44% of 360,000 active; AID 651719;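 active = inhibition above the screen-wide average plus 3 SD, cut at about 13% in these data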;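 note: forskolin and galanin both at EC90 stimulate the cells; cAMP rise reported by CNG channel membrane potential dye signal; 0% = forskolin plus galanin with DMSO and 100% = forskolin alone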
NALP1 yeast inh: blocks the NALP1 inflammasome reconstituted in yeast; S. cerevisiae NALP1/ASC/caspase-1 growth, X-gal OD620, 72 h; inhibition, % at 10 µM; 0.61% of 280,000 active; AID 2071; in the data active = inhibition mostly above about 24%, no sharp cut-off; inactive = mostly below about 32%; note: some compounds called inactive have numbers as strong as hits
GPR7 antagonist: human neuropeptides B/W receptor 1 antagonism; P48145; inhibition, % at 4.4 µM; 1.1% of 290,000 active; AID 1861; GPR7-expressing cells, fluorescence antagonist assay; in the data active = inhibition above about 16%, passing the limit was not always enough;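 note: cells stimulated with the agonist NPW; 0% = agonist with vehicle and 100% = vehicle without agonist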
Target sequence (P48145 whole entry, looked up): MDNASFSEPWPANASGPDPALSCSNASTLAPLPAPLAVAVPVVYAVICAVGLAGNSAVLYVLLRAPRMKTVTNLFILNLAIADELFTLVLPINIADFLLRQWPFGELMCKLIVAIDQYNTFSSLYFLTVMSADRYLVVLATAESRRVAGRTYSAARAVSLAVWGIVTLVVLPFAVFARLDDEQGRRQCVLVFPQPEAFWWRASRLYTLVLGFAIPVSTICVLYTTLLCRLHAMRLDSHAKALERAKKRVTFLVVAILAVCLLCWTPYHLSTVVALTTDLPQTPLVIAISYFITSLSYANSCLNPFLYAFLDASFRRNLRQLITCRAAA
MEKK2 WT-MEK5: raises or lowers MEK5 binding to wildtype human MEKK2 PB1 domain | Q9Y2U5 | bead flow cytometry, Alexa488-MEK5 binding to MEKK2 WT; actives lie on both sides | binding response (% of control), % at 10 µM | 1.1% of 290,000 active; in the data active = binding response below about 67% or above about 130%
MEKK2 mut-MEK5: signal of MEK5 binding to mutant human MEKK2 PB1 domain; bead flow cytometry, Alexa488-MEK5 binding to MEKK2 mutant; percent response, % at 10 µM; 0.35% of 290,000 active; in the data active = percent response above about 24%, passing the limit was not always enough; note: inactives centre near 1; some results filed as inactive read as strong as hits
PfM18AAP inh: blocks P. falciparum M18 aspartyl aminopeptidase; inhibition, % at 7.35 µM; recombinant PfM18AAP, H-Glu-NHMec fluorogenic cleavage; 1.2% of 290,000 active;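 active = inhibition above the campaign mean inhibition over all tested compounds plus 3 SD, cut at about 28% in these data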;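 note: 0% = plate median of test compound wells and 100% = 2 mM ZnCl2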
OXTR ag: human OXTR agonism | P30559 | CHO-OTR cells, Fluo-8 calcium fluorescence; normalized: DMSO 0%, oxytocin 100% | activation, % at 3 µM | 0.32% of 320,000 active | AID 2435;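 active = activation above the mean of all tested compounds plus 3 SD, cutoff set per screening run, cut at about 20% in these data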;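 note: peak over basal fluorescence ratio from a 100 s FLIPR kinetic read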
OXTR potentiate: human OXTR potentiation. AID 2445. CHO-OTR cells, Fluo-8 calcium fluorescence, potentiator mode; 0% = oxytocin EC15, 100% = EC100. activation, % at 3 µM. 0.061% of 320,000 active. P30559;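 active = activation above that plate's cutoff, the mean activation of tested compounds plus 3 SD, cut at about 6.6% in these data, passing the limit was not always enough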;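 note: 100% uses oxytocin at 75 nM as the full agonist control; some results filed as inactive read as strong as hits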
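Measured by – Fluo-8 calcium dye fluorescence · Test system – human OTR in CHO cells · Dosing – one concentration, 3.0 µM compound · Controls – EC15 oxytocin alone as 0%, 75 nM oxytocin as 100% · Evaluation – normalized max/min fluorescence ratio, % activation · Timing – 6 min pre-incubation, 100 s read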
V1R ag counter: counter-screen for oxytocin receptor agonists: human V1a receptor agonists; 0.25% of 320,000 active; AID 2797; activation, % at 3 µM; CHO-V1R cells, Fluo-8 calcium fluorescence, agonist mode; 0% DMSO, 100% 3 nM vasopressin; P37288;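 active = activation above the mean activation of all tested compounds plus 3 SD, per screening run, cut at about 20% in these data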;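 note: signal is peak over basal fluorescence ratio across a 100 second FLIPR read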
Target sequence (P37288 whole entry, looked up): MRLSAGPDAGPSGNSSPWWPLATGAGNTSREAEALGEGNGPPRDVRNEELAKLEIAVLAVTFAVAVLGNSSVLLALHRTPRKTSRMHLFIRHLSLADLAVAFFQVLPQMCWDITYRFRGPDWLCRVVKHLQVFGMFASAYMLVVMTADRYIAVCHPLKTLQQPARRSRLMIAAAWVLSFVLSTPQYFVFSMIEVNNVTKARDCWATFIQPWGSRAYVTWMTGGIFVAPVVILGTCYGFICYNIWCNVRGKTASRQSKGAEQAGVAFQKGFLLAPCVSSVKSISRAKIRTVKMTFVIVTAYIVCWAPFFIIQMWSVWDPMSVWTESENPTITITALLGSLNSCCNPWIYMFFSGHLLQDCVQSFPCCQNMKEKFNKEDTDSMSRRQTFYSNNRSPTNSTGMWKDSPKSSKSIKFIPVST
* marks the source's active call; other numbers are inactive results; / = no result given.

SMILES	GalR3 antagonist	NALP1 yeast inh	GPR7 antagonist	MEKK2 WT-MEK5	MEKK2 mut-MEK5	PfM18AAP inh	OXTR ag	OXTR potentiate	V1R ag counter
O=C1N[C@@H](Cc2cn(S(=O)(=O)c3ccc(F)cc3)c3ccccc23)C(=O)N[C@H]1Cc1ccccc1	/	/	/	100	5	/	-0.6	-13	-0.1
Cc1ccc(NC(=O)CN2CCCC2c2cccn2C)cc1C (stereo not drawn)	-7	/	/	/	/	/	1.1	-3	0.7
COc1ccc(OCCSc2nc3nc(C)cc(C)n3n2)cc1	0	21	-11	86	-9	-1	-1.9	-2	0.8
CCC(=O)Oc1ccc2c(C)cc(=O)oc2c1C(=O)c1ccccc1	-3	18	-9	106	-1	-3	-1.0	0	-0.3
CC(C)C(=O)Nc1ccc(C(=O)NNC(=S)NC(=O)c2cccs2)cc1	0	6	-9	104	0	11	-1.9	0	0.4
CCCS(=O)(=O)NCc1cn2c(C)csc2n1	/	/	-15	108	4	-3	-0.7	0	-0.3
Cc1ccc(NC(=O)c2ccc(Br)o2)cc1S(=O)(=O)N(C)C	-2	12	-3	105	-1	5	-0.6	-1	1.0
c1ccc(CN(Cc2ccccc2)c2c3c(nc4ncnn24)CCC3)cc1	-7	/	-9	95	-25	2	-1.4	-13	-1.0
C=CCSC1=C(C#N)C(c2cc(Br)c(O)c(OC)c2)CC(=O)N1 (stereo not drawn)	-4	15	8	93	-7	-16	-1.4	-2	0.5
Cc1ccccc1OCc1nc2ccccc2[nH]1	-7	2	-4	91	-12	-10	-2.0	-9	0.6
COc1cc(C(=O)OCC(=O)NC(=O)NCc2ccccc2)ccc1OC(F)F	-7	/	/	/	/	/	-2.7	-2	0.5
CCn1cc(C(=O)N[C@@H](C)C(=O)NCCO)c(=O)c2cc3c(cc21)OCO3	-5	-35	-3	103	-1	2	-0.4	-10	0.6
Cc1ccc2c(c1)N(C(=O)CCC(=O)NCc1cccc(F)c1)CCO2	/	17	-2	100	1	3	-1.6	-5	-1.1
CCOc1ccc(N(CC(=O)NCCSCc2ccc(C)cc2)S(C)(=O)=O)cc1	-7	6	0	94	-2	3	-1.0	0	-0.5
Cc1cccc(-c2noc(C(C)NC(=O)c3ccco3)n2)c1 (stereo not drawn)	-2	22	7	91	-6	4	7.4	-14	2.8
O=C(c1ccccc1)c1nnc(-c2ccncc2)o1	-2	9	-3	93	-6	6	1.1	5	-0.2
CC(C1CC2CCC1C2)n1c(COc2ccccc2F)nnc1SCC(N)=O (stereo not drawn)	-2	24	24	97	3	-9	5.1	-5	0.9
Cc1ccnc(NS(=O)(=O)c2ccc(NC(=O)C3CCCNC3=O)cc2)n1 (stereo not drawn)	0	12	-4	102	1	-2	-0.2	-8	0.4
Cc1ccccc1S(=O)(=O)NCc1cccnc1	2	15	-9	98	-2	-3	0.5	-5	0.0
CC(C)C(O)C1CCN(Cc2nc(-c3cccs3)no2)CC1 (stereo not drawn)	-4	-3	-13	103	-2	-8	1.4	-5	1.4
O=C(O)CCC1(CCC(=O)O)c2ccccc2-c2ccccc21	-10	2	-10	105	8	-1	1.2	0	0.6
CSc1ncccc1C(=O)OCC(=O)Nc1nc(C)c(Cl)cc1Cl	-6	/	/	/	/	/	-1.7	2	-0.6
O=C(Nc1ccc(N2CCN(C(=O)c3cccs3)CC2)c(Cl)c1)c1cccnc1	-2	12	2	94	-2	-2	3.2	3	4.1
O=C(Cn1nnc(-c2ccc(F)cc2)n1)Nc1cccc(S(=O)(=O)N2CCCC2)c1	-4	/	/	/	/	/	5.9	-10	4.6
Cc1ccc(Cn2ncn(-c3ccccc3)c2=O)cc1	-2	12	-5	100	-2	-5	-0.7	3	-0.2
CN(C)C(=O)Cn1cnc2c(cnn2-c2ccc(F)cc2)c1=O	-4	7	-9	106	13	1	-0.7	-1	1.0
CN(C)/C=N/c1nc(-c2ccc3c(c2)OCO3)cs1	-4	1	-10	98	-2	-3	-1.2	-3	-0.1
CC1CC(NC(=O)C2(C)CC2(Cl)Cl)CC(C)(C)C1 (stereo not drawn)	-8	5	-11	99	8	-3	-1.2	-8	-1.6
O=S(=O)(Cc1cc(Cl)nc(-c2ccncc2)n1)c1ccccc1	-5	1	-1	87	-6	2	-1.6	-8	-1.5
O=C(Nc1ccccc1)N(Cc1cccnc1)Cc1ccco1	-2	17	-13	90	-7	2	-0.8	1	0.1
CCOC(=O)c1c(NC(=O)C(C)NCc2ccco2)sc2c1CCC(C)C2 (stereo not drawn)	-6	-16	-3	110	11	-7	-1.4	-13	-0.8
Nc1nc(=S)c2ncn([C@@H]3O[C@H](CO)[C@@H](O)[C@H]3O)c2[nH]1	3	/	/	/	/	/	-0.8	-4	1.9
O=C(NN1C(=O)c2ccccc2NC1c1ccco1)c1ccc(Br)cc1 (stereo not drawn)	-1	-12	-11	104	5	5	-0.4	-6	-0.8
O=C(CCc1c[nH]c2ccccc12)NC(Cc1c[nH]c2ccccc12)C(=O)O (stereo not drawn)	-10	13	-3	108	3	-3	0.2	-13	0.6
CSc1ccc(CN2CCC(CO)(CCOc3ccccc3)CC2)cc1	-9	-10	-3	118	13	-1	5.0	-7	3.9
COc1cccc(C2C(C(=O)Nc3cccnc3)=C(C)Nc3nnnn32)c1OC (stereo not drawn)	-4	9	-13	100	0	1	0.7	-3	0.9
Cc1csc(NC(=O)[C@@H]2CCCN2C(=O)c2cccs2)n1	-4	-1	1	97	-1	-1	-0.3	-10	0.7
COc1ccc(N2CCN(C(=O)c3cccc(NS(=O)(=O)c4cccc(F)c4)c3)CC2)cc1	1	10	-3	101	0	4	/	/	/
COc1ccc(Oc2ccc(C(F)(F)F)cc2N)cc1	-2	5	-18	99	-8	1	-2.9	-6	0.2
CCN(C(=O)COC(=O)c1c(-c2ccccc2)noc1C)c1c(N)n(Cc2ccccc2)c(=O)[nH]c1=O	0	4	-5	97	4	0	-1.6	-1	-0.4

Ordered by value in GalR3 antagonist (ascending): 3 from the list above.
structure	GalR3 antagonist
CSc1ccc(CN2CCC(CO)(CCOc3ccccc3)CC2)cc1	-9
Cc1csc(NC(=O)[C@@H]2CCCN2C(=O)c2cccs2)n1	-4
O=C(NN1C(=O)c2ccccc2NC1c1ccco1)c1ccc(Br)cc1 (stereo not drawn)	-1

Further entries:
SMILES	GalR3 antagonist	NALP1 yeast inh	GPR7 antagonist	MEKK2 WT-MEK5	MEKK2 mut-MEK5	PfM18AAP inh	OXTR ag	OXTR potentiate	V1R ag counter
O=C(Cn1ncc2c([nH]c3ccccc32)c1=O)Nc1cccnc1	2	1	-2	102	2	-11	0.5	0	1.5
COc1cccc(-c2nc(-c3ccc4c(c3)NC(=O)CO4)cs2)c1	-9	-17	1	88	-17	0	-0.6	-3	-0.6
COc1cccc(NC(=O)CSc2nncn2N)c1	-1	9	-9	100	1	2	0.0	3	0.2
COc1cccc(C(=O)Nc2cc(C)c3c(=O)oc4ccccc4c3n2)c1	2	6	/	101	3	/	0.3	-1	0.7
CCCCCCCC(=O)Nc1cc(C(=O)NCc2ccc(C)cc2)ccc1N1CCC2(CC1)CC(c1cccc(Br)c1)=NO2	-7	/	/	/	/	/	-0.5	-1	0.2
COc1ccc(NC(=O)CN2C(=O)NC3(CCCC3)C2=O)c(OC)c1	-8	-4	-14	90	-4	2	0.1	3	-0.6
CCOc1ccc2oc(-c3ccccc3)c(C(=O)N(C)C)c2c1	-3	21	-10	93	-4	-3	-1.6	-4	-0.6
Cc1ccc2occ(/C=N/NC(=O)c3ccccc3O)c(=O)c2c1	-4	9	-3	108	6	13	-0.7	0	1.0
CCOC(=O)c1cccc(NC(=O)CSc2nnc(-c3ccoc3C)n2CC)c1	-1	-15	-4	94	0	-1	-2.8	-14	-1.0
Cn1c(Cn2nnc3ccccc32)nnc1SCC(=O)Nc1nccs1	-4	21	-8	105	18	-5	0.4	-8	0.2
COC(=O)c1ccc(N2CCN(S(=O)(=O)c3ccc(C)cc3)CC2)c([N+](=O)[O-])c1	2	41	14	91	-4	-2	4.6	-23	3.7
CC(=O)c1ccc(OC(=O)CCc2nc3ccccc3s2)cc1	-5	-6	-7	102	-4	39*	2.3	8	1.0
COc1ccc(C(=O)N2C(=S)NC(=O)/C2=C\c2ccc(C)cc2)cc1	-5	-10	-4	99	-2	-1	-0.8	-3	0.1
Cc1cc(NC(=O)c2nn3cccnc3c2Cl)no1	-7	20	3	103	1	-7	1.1	1	1.1
COc1cccc(/C(O)=C2/C(=O)C(=O)N(CCCN3CCOCC3)C2c2ccncc2)c1 (stereo not drawn)	-2	1	-7	104	5	2	-0.7	-11	0.0
Cc1[nH]nc(SCC(=O)NC(C)c2ccccc2)c1[N+](=O)[O-] (stereo not drawn)	-11	6	6	101	-2	6	-0.4	-5	0.3
CC(C)(C)c1ccc(OCC(=O)Nc2ccncc2)cc1	-2	13	-1	107	9	1	8.0	-16	8.2

One compound at a time, from the list above. Order of screens: GalR3 antagonist | NALP1 yeast inh | GPR7 antagonist | MEKK2 WT-MEK5 | MEKK2 mut-MEK5 | PfM18AAP inh | OXTR ag | OXTR potentiate | V1R ag counter
`COc1cccc(-c2nc(-c3ccc4c(c3)NC(=O)CO4)cs2)c1` is listed with -9 | -17 | 1 | 88 | -17 | 0 | -0.6 | -3 | -0.6
`Cc1ccc(Cn2ncn(-c3ccccc3)c2=O)cc1` is listed with -2 | 12 | -5 | 100 | -2 | -5 | -0.7 | 3 | -0.2

Another view of part of the listing above:
> Cc1cc(NC(=O)c2nn3cccnc3c2Cl)no1
  GalR3 antagonist: -7 | NALP1 yeast inh: 20 | GPR7 antagonist: 3 | MEKK2 WT-MEK5: 103 | MEKK2 mut-MEK5: 1 | PfM18AAP inh: -7 | OXTR ag: 1.1 | OXTR potentiate: 1 | V1R ag counter: 1.1

> COc1cccc(/C(O)=C2/C(=O)C(=O)N(CCCN3CCOCC3)C2c2ccncc2)c1 (stereo not drawn)
  GalR3 antagonist: -2 | NALP1 yeast inh: 1 | GPR7 antagonist: -7 | MEKK2 WT-MEK5: 104 | MEKK2 mut-MEK5: 5 | PfM18AAP inh: 2 | OXTR ag: -0.7 | OXTR potentiate: -11 | V1R ag counter: 0.0

> Cc1[nH]nc(SCC(=O)NC(C)c2ccccc2)c1[N+](=O)[O-] (stereo not drawn)
  GalR3 antagonist: -11 | NALP1 yeast inh: 6 | GPR7 antagonist: 6 | MEKK2 WT-MEK5: 101 | MEKK2 mut-MEK5: -2 | PfM18AAP inh: 6 | OXTR ag: -0.4 | OXTR potentiate: -5 | V1R ag counter: 0.3
